Screening data (PubChem)
Polio RdRp inh: inhibitors of poliovirus RNA polymerase binding and polymerization; P03300; hit rate 0.66% among 150,000; poliovirus polymerase elongation, fluorescence polarization; stronger effect = lower value; % elongation, % (compound at 16.7 µg/mL); in the data active means % elongation below about 90%; further: some results filed as inactive read as strong as hits
Target sequence (P03300 1749-2209 limits assumed): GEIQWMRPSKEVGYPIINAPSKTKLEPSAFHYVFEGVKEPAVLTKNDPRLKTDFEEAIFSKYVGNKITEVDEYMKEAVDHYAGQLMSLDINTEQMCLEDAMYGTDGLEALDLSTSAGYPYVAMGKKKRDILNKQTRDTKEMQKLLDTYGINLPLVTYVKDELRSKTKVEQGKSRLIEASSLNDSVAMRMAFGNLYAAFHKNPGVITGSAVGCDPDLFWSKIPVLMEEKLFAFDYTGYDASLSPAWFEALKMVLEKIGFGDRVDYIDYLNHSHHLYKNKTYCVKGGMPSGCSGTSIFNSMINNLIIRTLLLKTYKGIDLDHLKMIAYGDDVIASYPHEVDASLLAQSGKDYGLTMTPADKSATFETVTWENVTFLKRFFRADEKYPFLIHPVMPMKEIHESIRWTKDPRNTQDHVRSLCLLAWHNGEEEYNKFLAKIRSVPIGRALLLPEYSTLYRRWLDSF
Polio RdRp inh FP z-score: also measured in Polio RdRp inh; calls as there; z-score; measured here: FP z-score; hits read low
Starred values were filed as active, the others as inactive. These rows are one share of the data; rates above refer to the full screens.

Molecule	Polio RdRp inh	Polio RdRp inh FP z-score
O=C(Nc1nccs1)c1cccc(S(=O)(=O)N2CCc3ccccc32)c1	95	-0.8
CCOc1cc(/C=N/n2c(C)csc2=NC(C)C)ccc1O	100	-0.4
C=CCn1c(=O)c2ccc(C(=O)NCc3ccccc3)cc2n(CC(=O)n2nc(N)cc2C)c1=O	99	-1.1
CC(=O)Nc1cccc(OCCCNS(=O)(=O)c2ccc(F)cc2)c1	102	0.3
O=C(CCC(=O)N1CC2CCCN2c2ccccc21)NCc1cccc(Cl)c1 (stereo not drawn)	101	-0.4
Cc1noc(C)c1NC(=O)NCc1csc(-c2cccs2)n1	100	-0.5
C=CCn1c(=O)[nH]c2nc3cc(N=CN(C)C)ccc3nc2c1=O	-6.0*	-15*
CCOc1ccc2nc(NCCCNS(=O)(=O)c3ccccc3)c(C#N)cc2c1	100	-0.9
CCOc1ccc(CNS(=O)(=O)c2c(C(=O)N3CCCCCC3)c(C)n(C)c2C)cc1OC	108	0.6
O=S(=O)(Cc1nc2ccccc2s1)c1ccccc1	101	-0.1
CCC1(C)CC2=C(CO1)Cc1c(nc(SCC(=O)Nc3ccc(C)cc3)n(-c3ccccc3)c1=O)N2 (stereo not drawn)	100	-0.2
COc1ccc(NC(=O)c2sc3nc(-c4cc5ccc(OC)cc5oc4=O)[nH]c(=O)c3c2C)cc1	107	0.2
COc1ccc(C(OCC(O)CN2CCC(C(N)=O)CC2)c2ccc(OC)cc2)cc1 (stereo not drawn)	104	0.4
Cc1cc(NC(=O)c2ccc(NC(=O)CCS(=O)(=O)c3cccs3)cc2)ccc1Br	108	0.8
Cc1ccc(S(=O)(=O)NCCC#N)cc1	105	0.7

Reformatted with each value named: entries from further up
Cc1noc(C)c1NC(=O)NCc1csc(-c2cccs2)n1
  Polio RdRp inh = 100; Polio RdRp inh FP z-score = -0.5
CC(=O)Nc1cccc(OCCCNS(=O)(=O)c2ccc(F)cc2)c1
  Polio RdRp inh = 102; Polio RdRp inh FP z-score = 0.3

Next part:
Molecule	Polio RdRp inh	Polio RdRp inh FP z-score
OCC#CCSc1nc2ccccc2n1Cc1ccccc1	103	0.8
O=C(NCCc1c[nH]c2ccccc12)Nc1ccccc1	105	0.6
O=C(O)CCn1c(SCCOc2ccccc2)nc2ccccc21	101	-0.1
CC(C)(C)C(=O)Nc1ccc2nc(SCc3ccccc3)sc2c1	112	1.2
c1csc(CNc2nc(-c3cccs3)nc3ccccc23)c1	103	-0.1
Cc1ccccc1Nc1nn2c(=O)c3ccc(C(=O)NCc4cccs4)cc3nc2s1	106	0.1
CCOc1ccc2nc(N3CCC(C(=O)N4CCCC4)CC3)sc2c1	99	-1.5
CN1CCCN(C(=O)C2CCCCN2S(=O)(=O)c2ccccc2)c2nc3ccccc3nc21 (stereo not drawn)	101	-0.1
O=C(NCc1ccccc1)C(c1ccco1)N(C(=O)c1csnn1)c1ccccc1 (stereo not drawn)	99	-1.2
Cc1cc(C)c2c(c1)/C(=N\OCC(=O)N1CCCc3ccccc31)C(=O)N2	101	-0.1
CCc1ccc(N2CCn3c2nc2c3c(=O)n(CCc3ccccc3)c(=O)n2C)cc1	104	-0.5
O=C(N/N=C/c1ccco1)c1ccc(Br)o1	101	0.4
O=c1nc2n(c3ccccc13)Cc1ccccc1-2	101	-0.2
CCn1c(CSc2ncccn2)nnc1SCC(=O)N1CCCCC1	100	-0.4
N#C/C(=C\c1ccc(-c2cccc(Cl)c2)o1)C(=O)Nc1cccc(C(F)(F)F)c1	101	-0.2
COc1ccc(NC(=O)CCNS(=O)(=O)c2cccc3nonc23)cc1Cl	99	-0.2
COc1ccc(OC)c(NC(=O)Cn2c(=O)cc(C)c3c(C)nn(-c4cccc(Cl)c4C)c32)c1	106	-0.1
S=c1[nH]nc(-c2ccc3c(c2)OCO3)o1	94	-1
COc1cccc(N2CC(NC(=O)C3CCCC3)CC2=O)c1 (stereo not drawn)	111	0.9
NNC(=O)COc1ccccc1	99	-0.7
COc1ccc(OC)c(NC(=O)c2c(NCc3cccs3)sc3c2CCCCC3)c1	110	0.9
CC(C)(C)c1cc(C(=O)N2CCc3ccccc3C2)ccn1	99	-0.1
Cc1c(O)ccc2c(=O)c(-c3ccccc3Cl)coc12	104	0.9
COc1ccc(CN2CCC(C(=O)NC3CCCC3)CC2)cc1OC	102	-0.2
COc1ccc(C2(Nc3cccc(F)c3)C(=O)c3ccccc3C2=O)cc1	108	0.8
COc1ccc(N2CCN(C(=O)C3(S(=O)(=O)c4ccc(C)cc4)CC3)CC2)cc1	99	-0.2
Cn1c(=O)c2c(nc(SCSc3nc4c(c(=O)n(C)c(=O)n4C)n3C)n2C)n(C)c1=O	102	-0.2
CCCCn1c(SCC(=O)Nc2ccccc2)nc2ccccc2c1=O	100	-1
CC1=C(C#N)C(C(F)(F)F)(C(F)(F)F)N=C(C2CCCCC2)N1	103	0.3
O=C(Oc1ccc(-c2nnco2)cc1)c1oc2ccccc2c1COc1ccccc1	115	1.1
CC(=O)N(/C=C1\Sc2ccccc2C1=O)c1ccc(C)c(C)c1	115	6.3
CCc1ccc2c(c1)c1n[nH]c(=S)nc1n2CC	104	0.4
CC1=NC(C(F)(F)F)(C(F)(F)F)C(C#N)=C(C)N1	101	0.3
O=C(Nc1nnc(S(=O)(=O)N2CCOCC2)s1)c1cccc(Br)c1	113	1.2
COCCNC(=O)c1ccc(-c2nc(CS(=O)(=O)c3ccccc3)c(C)o2)cc1	103	-0.8
Cn1cnc2c(oc3ccccc32)c1=O	101	0.4
COc1ccc(N2CCN(C(=O)Cc3noc4ccc(C)cc34)CC2)cc1	110	0.7
Cc1oc2cc(OC(C)C)ccc2c(=O)c1Oc1ccccc1	99	-0.2
O=C(NC1=NCCCN1)c1c(Cl)cccc1Cl	101	-0.4
COc1ccc(C(=O)Nc2nc(-c3nnn(-c4cc(OC)ccc4OC)c3C)ns2)cc1	103	-0.8
Cn1c(=O)c(/C(N)=N/OC(=O)c2ccccc2)cn(-c2ccccc2)c1=O	104	0.6
CCc1cc2c(=O)c3c(cn4ccccc34)oc2cc1OC(C)=O	110	0.8
Cc1cccc(C(=O)OCC(=O)N2CC(C)CC(C)C2)c1O (stereo not drawn)	101	0.1
COc1ccc(C(=O)NC2=NCCS2)cc1S(=O)(=O)N1CCCCC1C (stereo not drawn)	100	-0.4
Cc1c(Cl)cccc1NC(=O)c1noc2c1CCCC2	108	0.7

Brought forward from above: six entries, then new ones.
Molecule	Polio RdRp inh	Polio RdRp inh FP z-score
COc1ccc(C(=O)Nc2nc(-c3nnn(-c4cc(OC)ccc4OC)c3C)ns2)cc1	103	-0.8
Cn1c(=O)c(/C(N)=N/OC(=O)c2ccccc2)cn(-c2ccccc2)c1=O	104	0.6
CCc1cc2c(=O)c3c(cn4ccccc34)oc2cc1OC(C)=O	110	0.8
Cc1cccc(C(=O)OCC(=O)N2CC(C)CC(C)C2)c1O (stereo not drawn)	101	0.1
COc1ccc(C(=O)NC2=NCCS2)cc1S(=O)(=O)N1CCCCC1C (stereo not drawn)	100	-0.4
Cc1c(Cl)cccc1NC(=O)c1noc2c1CCCC2	108	0.7
CC1(C)N=C(N)NC(Nc2ccccc2Br)=N1	103	0.2
Cc1ccc2onc(CNC(=O)NC3CCCC3)c2c1	103	0.5
CC1CCCc2c1nc(N)c(C#N)c2-c1ccccc1 (stereo not drawn)	103	0.3
CN[C@@H]1[C@H](OC2[C@H](O[C@H]3[C@H](O)[C@@H](O)[C@H](N=C(N)N)[C@@H](O)[C@@H]3N=C(N)N)O[C@@H](C)[C@]2(O)C=O)O[C@@H](CO)[C@H](O)[C@H]1O (stereo partly drawn)	100	0.1
COc1ccccc1C(=O)NC(C(C)C)C(C)C	99	-0.4
O=C(Cn1nnc(-c2ccccc2)n1)N/N=C/c1ccc(N2CCOCC2)s1	126	3.7
C=CCn1c(=N)n(CC(=O)c2cccs2)c2ccccc21	103	0.4
C/C(N)=C(/C#N)C(=O)Cn1nnc2ccccc2c1=O	107	-0.4
CSc1nnc2c(n1)OC(/C=C/c1ccco1)Nc1ccccc1-2 (stereo not drawn)	104	0.4
CCCSc1nsc(NC(=O)CCc2nc3ccccc3c(=O)[nH]2)n1	104	0.4
CSc1nc(N)nc2sc3c(O)cc(=O)[nH]c3c12	101	0
Cc1cccc(-c2nnc(SCC(=O)N3CCCCC3)o2)c1	110	1.2
O=S1(=O)CCC(N=Nc2c(O)n(Cc3ccccc3)c3ccccc23)C1 (stereo not drawn)	103	0.2
COc1ccc(S(=O)(=O)Nc2ccccc2C(=O)NCc2ccco2)cc1	105	1.2
OCC(C#CCN1CCCCC1)NCc1ccccc1 (stereo not drawn)	105	0.2
CN1CCN(C(c2cccc(Br)c2)c2sc3nc(-c4ccco4)nn3c2O)CC1 (stereo not drawn)	101	-0.9
COc1ccc(CC(=O)N2CCc3cc(OC)c(OC)cc3C2COc2ccc(OC)cc2)cc1 (stereo not drawn)	111	0.8
COc1ccc(CC(=O)Nc2ccc(-c3cnco3)cc2)cc1OC	105	0.4
COc1ccc(N2C(=O)C(CC(=O)Nc3ccc(Cl)cc3)N(Cc3ccc4c(c3)OCO4)C2=O)cc1 (stereo not drawn)	107	0.2
COc1ccc(N(C(=O)COc2ccc(Br)cc2)S(=O)(=O)c2ccc(C)cc2)cc1	96	-1.4
Cn1c(C(=O)N/N=C/c2cccs2)cnc1SCc1ccc(Cl)cc1	102	0
CCOc1ccc(C(=O)NC2CCN(C(=O)NCc3ccccc3)CC2)cc1	101	-0.6
CCN(CC)CCCNC(=O)c1cn(C)c2ccc(S(=O)(=O)N(C)C3CCCCC3)cc2c1=O	105	0.2
Cc1cc(OCC(=O)N(C)C)c2c3c(c(=O)oc2c1)CCCC3	101	-0.2
Cc1ccccc1C(=O)NC(=O)Nc1ccc(-n2nc(C(F)(F)F)cc2C(F)(F)F)cc1	105	0.2
O=C(Nc1ccc(F)c(F)c1)c1cc(S(=O)(=O)NC2CCCC2)ccc1F	95	-2.7
O=C1c2ccccc2-c2cccc(C(=O)N3CCCCC3)c21	101	-0.2
NC(=O)N/N=C/c1cccn1-c1ccc(C(F)(F)F)cc1	103	0.3
O=C(C[n+]1cccc(/C=N/O)c1)NC12CC3CC(CC(C3)C1)C2	105	0.7
Cc1ccc(S(=O)(=O)N(CC(O)Cn2c3ccccc3c3ccccc32)c2cccc(C(N)=O)c2)cc1 (stereo not drawn)	103	-0.5

4 records drawn at random from the list so far:
Molecule	Polio RdRp inh	Polio RdRp inh FP z-score
CCN(CC)CCCNC(=O)c1cn(C)c2ccc(S(=O)(=O)N(C)C3CCCCC3)cc2c1=O	105	0.2
Cc1ccc(S(=O)(=O)N(CC(O)Cn2c3ccccc3c3ccccc32)c2cccc(C(N)=O)c2)cc1 (stereo not drawn)	103	-0.5
Cc1ccccc1C(=O)NC(=O)Nc1ccc(-n2nc(C(F)(F)F)cc2C(F)(F)F)cc1	105	0.2
O=C(C[n+]1cccc(/C=N/O)c1)NC12CC3CC(CC(C3)C1)C2	105	0.7

Next part.
Molecule	Polio RdRp inh	Polio RdRp inh FP z-score
O=C(/C=C/C(=O)N1c2ccccc2Sc2ccccc21)c1ccccc1	106	0.3
COc1ccc(OC)c(NC(=O)CSc2nc3c(c(=O)n2Cc2ccccc2)SC(C)C3)c1 (stereo not drawn)	99	-1
CN1C(=O)c2ccccc2C(C(=O)N2CCCCCC2)C1c1c[nH]c2ccccc12 (stereo not drawn)	99	-0.2
O=C(Nc1c(C(=O)Nc2ccccc2F)oc2ccccc12)c1cc2ccccc2o1	102	-0.6
Cc1cc(O)ccc1Sc1ccc(O)cc1C	102	0
O=C1N/C(=N\S(=O)(=O)c2ccccc2)S/C1=C/c1ccco1	100	-0.4
CCN(Cc1ccncc1)C(=O)c1cccc(C(F)(F)F)c1	103	0.3
N#Cc1ccccc1CS(=O)(=O)c1nc2ncccc2[nH]1	103	0
CC(Oc1ccc(Cl)cc1Cl)/C(N)=N/O (stereo not drawn)	101	-0.7
CCc1ccccc1NC(=O)C(C(C)C)N1C(=O)c2ccccc2C1=O (stereo not drawn)	101	0
CC(=O)Nc1ccc(NC(=O)COC(=O)Cc2c[nH]c3ccccc23)cc1	98	-0.6
Cc1cc(C)c2c(n1)sc1c(SCc3ccccc3)nc(C)nc12	104	0.5
CC(C)C1N=C2c3ccccc3N=C(SCc3cc(=O)n4cc(Br)ccc4n3)N2C1=O (stereo not drawn)	101	-0.1
CC(C)CCSc1nc2ncn(C)c2c(=O)[nH]1	104	0.4
CC1CCCC(NC(=O)c2cc(S(=O)(=O)N3CCCCC3)c[nH]2)C1C (stereo not drawn)	102	-0.1
CC(C)c1ccc(NC2C=CS(=O)(=O)C2)cc1 (stereo not drawn)	100	-0.8
Cc1ccccc1C(=O)Nc1nnc(S(=O)(=O)N(C)c2ccc(Cl)cc2)s1	105	-0.2
COc1ccc(C)cc1NC(=O)COc1cc(=O)n(C)c2ccccc12	109	1.1
O=C(Nc1cccc(Cl)c1)Nc1ccc2nc3n(c(=O)c2c1)CCC3	100	-0.4
CC1CC(=O)Nc2ccccc2N1C(=O)c1cccs1 (stereo not drawn)	97	-0.5
O=C(Cc1ccccc1)NCC(=O)N1CCN(C(=O)c2ccco2)CC1	99	-1.4
O=C(O)c1ccc(/C=c2/sc3n(c2=O)CCN=3)cc1	99	-0.4
Oc1ccc(C=Nc2ccc(N3CCOCC3)cc2)cc1O	113	1
CCOc1ccc(C(=O)NCC(=O)N2CCCC2)cc1	108	0.6
CCOC(=O)c1sc(N)c(C#N)c1COC(=O)c1ccc2c(=O)n3c(nc2c1)CCC3	45	-6
Cc1cc(NC(=O)c2cc(-c3ccc(F)cc3)on2)nn1Cc1ccc(Cl)cc1	102	-0.1
